NCI-60 one-dose screen, 48 h, at 10 µM unless noted. Numbers give growth in % (100 = growth as untreated, 0 = no growth, -100 = all killed).
OVCAR-5: OVCAR-5 ovarian cancer | AID 1794783 | 2.9% of 82,000 active
OVCAR-4: OVCAR-4 ovarian cancer cells | 3.7% of 80,000 active | AID 1794784
OVCAR-3: OVCAR-3 ovarian cancer; 7% of 79,000 active
A498: A498 renal cancer cells. 5.4% of 76,000 active. AID 1794774
RXF 393: RXF 393 renal cancer cells | 6.9% of 77,000 active
ACHN: ACHN renal cancer; AID 1794771; 4.9% of 81,000 active
CAKI-1: CAKI-1 renal cancer; 4.7% of 75,000 active
OVCAR-8: OVCAR-8 ovarian cancer. AID 1794782. 4.4% of 81,000 active
The depositor's hits bear a star; nt = not tested or not shown; [ ] = another dose, or the depositor's remark. The calls were made as follows: active = growth percent below 10; inactive = the rest. No enrichment for hits; any-hit rate near 10%.

Second line of a record – OVCAR-5, OVCAR-4, OVCAR-3, A498, RXF 393, ACHN, CAKI-1, OVCAR-8
(1) O=C1N(Cc2ccccc2)c2ccccc2C12Nc1ccccc1S2 (stereo not drawn)
→ 93, 74, 67, 76, 73, 81, 66, 86
(2) COc1cc(/C=C/C(=N\O)c2cc3ccccc3oc2=O)cc(OC)c1OC
→ 119, 114, 111, 116, 104, 102, 92, 95
(3) C=CCSc1nc2ncnc(N)c2[nH]1
→ 100, 122, 106, 99, 96, 103, nt, 100
(4) O=C(O)c1cc(O)[nH]c(=O)c1
→ 89, 92, 120, 111, nt, 102, nt, 95
(5) OC1OCC(COc2ccc(Cl)cc2)OC1O (stereo not drawn)
→ 109, 108, 121, 108, 111, 101, 89, 102
(6) Nc1ccccc1Nc1ccc([N+](=O)[O-])c2nonc12
→ 100, 96, 105, 90, 105, 91, 96, nt
(7) COc1ccc(Nc2nc(N)nc(N)c2N)cc1
→ 100, 118, 117, 73, 112, 103, 87, 101
(8) CCC1([N+](=O)[O-])COC(/C=C/c2ccccc2)OC1 (stereo not drawn)
→ 105, 98, 109, 109, 107, 107, 75, 100
(9) COc1ccc(Cn2cc3c(c2-c2ccccc2)CCCc2cnoc2-3)cc1
→ 81, 90, 22, nt, 76, 59, 46, 79
(10) Oc1ccccc1C=NCCN(CCN=Cc1ccccc1O)c1ccccc1
→ 97, 96, 105, 118, 132, 92, 118, 95
(11) N#Cc1ccc(C(F)(F)F)nc1N1CCC(C(=O)NCc2ccc3c(c2)OCO3)CC1
→ 93, 96, 113, 78, 109, 107, 86, 93
(12) O=[N+]([O-])c1ccc(NN=C(c2ccccc2)c2ccccc2)nc1
→ 100, 99, 107, 92, 105, 98, 79, 101
(13) CC(C)c1nc(N(C)S(C)(=O)=O)nc(-c2ccc(F)cc2)c1/C=C/C(=O)C[C@@H](O)CC(=O)O
→ 106, 113, 111, 106, 124, 108, 98, 94
(14) CN(C)CCCOS(=O)C(c1ccccc1)c1ccccc1 (stereo not drawn)
→ 99, 106, 104, 96, 100, 106, 97, 96
(15) C=C(C)[C@@H]1CC[C@]2(COC(C)=O)CC[C@]3(C)[C@H](CC[C@@H]4[C@@]5(C)CCCN(C(C)=O)C(C)(C)[C@@H]5CC[C@]43C)[C@@H]12
→ 59, 51, 88, 108, 64, 28, 24, 49
(16) Cc1cccc(Cc2ccc(Cl)cc2)c1O
→ 102, 86, 95, 71, 90, 80, 88, 102
(17) Cc1ccc2c(c1)/C(=N/c1nc(-c3ccc(F)cc3)cs1)C(=O)N2
→ 112, 90, 96, 102, 99, 103, 84, 104
(18) CN1CCN(Cc2ccc(NC(=O)c3cncc(C#Cc4cnc5ccc(N[C@@H]6CCOC6)nn45)c3)cc2C(F)(F)F)CC1
→ -92*, -66*, -90*, -98*, nt, -100*, -98*, -96*
(19) Cc1c(C)c2c(c(C)c1NC(=O)CCCCCCC(=O)O)CCC(C)(CCCC(C)CCCC(C)CCCC(C)C)O2 (stereo not drawn)
→ 121, 59, 65, nt, 99, 101, 100, 69
(20) COc1ccc(OC)c(NC(=O)CC(C)=O)c1
→ 99, 105, 108, 97, 114, 101, 101, 104

A different layout for part of the listing above:
no. | SMILES | OVCAR-5 | OVCAR-4 | OVCAR-3 | A498 | RXF 393 | ACHN | CAKI-1 | OVCAR-8
12 | O=[N+]([O-])c1ccc(NN=C(c2ccccc2)c2ccccc2)nc1 | 100 | 99 | 107 | 92 | 105 | 98 | 79 | 101
13 | CC(C)c1nc(N(C)S(C)(=O)=O)nc(-c2ccc(F)cc2)c1/C=C/C(=O)C[C@@H](O)CC(=O)O | 106 | 113 | 111 | 106 | 124 | 108 | 98 | 94

Next entries
Second line of a record – OVCAR-5, OVCAR-4, OVCAR-3, A498, RXF 393, ACHN, CAKI-1, OVCAR-8
(21) CC1(C)CC[C@]2(C(N)=O)CC[C@]3(C)C(=CC[C@@H]4[C@@]5(C)C/C(=C/c6ccncc6)C(=O)C(C)(C)[C@@H]5CC[C@]43C)[C@@H]2C1
→ -82*[100 µM], nt, -70*[100 µM], -80*[100 µM], -53*[100 µM], -82*[100 µM], -58*[100 µM], -29*[100 µM]
(22) Oc1c(Cl)cc(Cl)cc1CNc1nccnn1
→ 101, 106, 92, 89, 108, 100, 90, 108
(23) COc1cc(C2CC(=O)c3cc(OC)c(OC)c(OC)c32)cc2c1OCO2 (stereo not drawn)
→ nt, 87, 102, 90, 121, nt, 77, 102
(24) CCCN(C)CC(C)Nc1cc(OC)cc2cccnc12 (stereo not drawn)
→ 104, 99, 92, 88, nt, 84, 95, 89
(25) COc1cc(C2CC(c3ccc(C)cc3)=NN2C=O)ccc1OCCN(C)C (stereo not drawn)
→ 94, 98, 103, 92, 80, 100, nt, 93
(26) N#Cc1ccc(C(S(=O)(=O)Cc2ccccc2)S(=O)(=O)Cc2ccccc2)cc1
→ 97, 88, 105, 87, 108, 98, 101, 96
(27) CC(C)(C)CC(C)(C)N1CNC(=S)NC1
→ 106, 89, 107, 89, 114, 96, nt, 103
(28) O=C(c1nc2ccccc2[nH]1)C1C(c2ccco2)C2CC3CCCCC3N2[C@@]12C(=O)Nc1cc(Cl)ccc12 (stereo partly drawn)
→ 88, 63, 77, 58, 54, 75, 71, 80
(29) COc1cc(C(=O)Oc2ccc(/C=C/c3cc(OC(=O)c4cc(OC)c(OC)c(OC)c4)cc(OC(=O)c4cc(OC)c(OC)c(OC)c4)c3)cc2)cc(OC)c1OC
→ 102, 100, 107, 107, 106, nt, nt, 77
(30) CC(C)C(C(=O)O)n1c(O)c(C=C2N=c3ccccc3=N2)sc1=S (stereo not drawn)
→ 97, 99, 111, 93, 105, 104, 98, 103
(31) CCOC(=O)c1cnc2ccc(OC)cc2c1Nc1cccc(S(=O)(=O)NC)c1
→ 102, 104, 103, 96, -4.5*, 92, 89, 100
(32) CC(C)(C)CC(C)(C)c1cc(Cc2cc(C(C)(C)CC(C)(C)C)cc(-n3nc4ccccc4n3)c2O)c(O)c(-n2nc3ccccc3n2)c1
→ 106, 101, 108, 109, 120, 102, 101, 113
(33) O=C(C[P+](c1ccccc1)(c1ccccc1)c1ccccc1)c1ccc([N+](=O)[O-])cc1
→ 97, 86, 85, 35, 100, 70, 77, 88
(34) O=Cc1c(-c2ccccc2)nc2sc(-c3c[nH]c4ccccc34)nn12
→ 100, 74, 97, 93, 103, 73, 81, 96
(35) C=C(C)[C@@H]1CC[C@]2(C(=O)OCCOCCOCC[P+](c3ccccc3)(c3ccccc3)c3ccccc3)CC[C@]3(C)[C@H](CC[C@@H]4[C@@]5(C)CC[C@H](OC(=O)C(Cl)Cl)C(C)(C)[C@@H]5CC[C@]43C)[C@@H]12
→ 39, -0.9*, -44*, -28*, -82*, -79*, nt, 5.5*
(36) CCOC(=O)/C=C1/S/C(=N\N=C\c2ccc(OS(=O)(=O)C(F)(F)C(F)(F)C(F)(F)C(F)(F)C(F)(F)C(F)(F)C(F)(F)C(F)(F)F)cc2)N(c2ccccc2)C1=O
→ 106, 98, 124, 87, nt, 101, 88, 103
(37) CC(C)c1ccc(Cn2ccc3c4c(N)nc(NC5CC5)nc4ccc32)cc1
→ -86*, -37*, -88*, -82*, -91*, -99*, -99*, -78*
(38) O=C(O)/C=C/C(=O)NCc1ccccc1
→ 107, 107, 109, 109, 104, 98, 102, 108
(39) COc1ccc(NC(c2ccc(OC(F)F)c(OCC3CC3)c2)c2nnnn2C2CCCCC2)cc1 (stereo not drawn)
→ 96, 86, 93, 91, 91, 92, 72, 83
(40) CC(C)N(CCC#N)c1c(N2CCOCC2)ssc1=O
→ 97, 138, nt, 101, 107, 108, nt, 97
(41) O=[N+]([O-])c1cc([N+](=O)[O-])c(NN=C(c2ccc(O)cc2)c2ccc(O)cc2)cc1Cl
→ 78, -48*, -95*, 73, -76*, -63*, 42, -77*
(42) Nc1nc(Cl)c2ncn(Cc3cc4c(cc3Br)OCO4)c2n1
→ 85, 82, 59, 77, 69, 83, 48, 88
(43) COc1cc(-c2nc3ccc(/C=C/C(=O)c4cc(OC)c(OC)c(OC)c4)cc3s2)ccc1F
→ 94, 101, 91, 98, 94, 103, 79, 84
(44) COCCNC(=O)Cc1c(-c2ccccc2)oc2cc(OC)c(OC)c(OC)c12
→ 101, 112, 115, 111, 124, 106, 105, 106
(45) CC1CCC(=O)N1c1ccc(N)cc1 (stereo not drawn)
→ 100, 107, 108, 98, 112, 104, 102, 100
(46) CC1=CCC2C1CC=C(C)C(CC[C@H]1[C@@](C)(O)CCC3OC(C)(C)[C@H](O)CC[C@@]31C)C2(C)C (stereo partly drawn)
→ 99, 67, 68, 100, 43, 76, 70, 76
(47) S=C=Nc1ccc(N=C=S)cc1
→ 117, 99, 114, 93, 125, 112, 86, 102
(48) COc1cccc(C2(Cc3cccc(Cl)c3)C(=O)Nc3cccc(Cl)c32)c1 (stereo not drawn)
→ 80, 88, 72, 105, 115, 84, 77, 101
(49) CSCCC(O)C(=O)O (stereo not drawn)
→ 107, 98, 106, 89, 115, 107, 94, 99
(50) Clc1ccccc1Cn1cc(CSc2nc3ccccc3o2)nn1
→ 97, 92, 97, 90, 110, 99, 88, 100
(51) CC(=O)c1sc(Nc2cccc(Nc3nc(C)c(C)s3)c2)nc1C
→ 84, 51, nt, 28, 47, 36, 28, 43
(52) CN1C(=O)N(C)C2(c3ccccc3)NN3C(=O)C=C(c4ccccc4)SC3=NC12c1ccccc1 (stereo not drawn)
→ 123, 96, 106, 95, 107, 89, 53, 94
(53) O=C(O)c1cccc2c1C(=O)c1cc([N+](=O)[O-])cc([N+](=O)[O-])c1-2
→ 107, 102, 103, 104, 98, 104, 93, 95
(54) CC(C(=O)O)c1nc(-c2ccc([N+](=O)[O-])cc2)nn1-c1nc2ccccc2[nH]c1=O (stereo not drawn)
→ 97, 111, 115, nt, 100, 99, 95, 105
(55) Cc1c(F)cccc1NC(=O)c1sc2nc3c(cc2c1N)CCCCC3
→ 90, 76, 35, 34, 70, nt, nt, 80
(56) COc1cc(C2C(C#N)=C(N)N(c3ccc(OC(F)(F)F)cc3)C3=C2C(=O)CC(C)(C)C3)cc(Br)c1O (stereo not drawn)
→ 103, 100, 105, 65, 61, 105, 94, 102
(57) Nc1ccc(-c2cccc(Oc3ccc4nnc(Cl)n4n3)c2)cc1
→ 104, 96, nt, 82, 102, 102, 83, 94
(58) COc1ccc(/C(=C\c2cc(OC)c(OC)c(OC)c2)C(=O)Nc2nc3ccc(N)cc3s2)cc1OC
→ 92, 91, 107, 91, 116, 100, 71, 98
(59) C=CCC(C(=O)OCC)(C(=O)OCC)C(C)CCC (stereo not drawn)
→ 93, 112, 104, 97, 100, 94, 94, 87
(60) COc1ccc(/C=N\NC(=O)CSc2nc3ccccc3c(=O)n2-c2cc(C)ccc2Cl)cc1OC
→ 94, 101, 92, 70, nt, 96, nt, 94

13 entries out of the list, ordered by molecular weight, smallest number first:
Second line of a record – OVCAR-5, OVCAR-4, OVCAR-3, A498, RXF 393, ACHN, CAKI-1, OVCAR-8
(45) CC1CCC(=O)N1c1ccc(N)cc1 (stereo not drawn)
→ 100, 107, 108, 98, 112, 104, 102, 100
(47) S=C=Nc1ccc(N=C=S)cc1
→ 117, 99, 114, 93, 125, 112, 86, 102
(59) C=CCC(C(=O)OCC)(C(=O)OCC)C(C)CCC (stereo not drawn)
→ 93, 112, 104, 97, 100, 94, 94, 87
(53) O=C(O)c1cccc2c1C(=O)c1cc([N+](=O)[O-])cc([N+](=O)[O-])c1-2
→ 107, 102, 103, 104, 98, 104, 93, 95
(57) Nc1ccc(-c2cccc(Oc3ccc4nnc(Cl)n4n3)c2)cc1
→ 104, 96, nt, 82, 102, 102, 83, 94
(50) Clc1ccccc1Cn1cc(CSc2nc3ccccc3o2)nn1
→ 97, 92, 97, 90, 110, 99, 88, 100
(51) CC(=O)c1sc(Nc2cccc(Nc3nc(C)c(C)s3)c2)nc1C
→ 84, 51, nt, 28, 47, 36, 28, 43
(55) Cc1c(F)cccc1NC(=O)c1sc2nc3c(cc2c1N)CCCCC3
→ 90, 76, 35, 34, 70, nt, nt, 80
(48) COc1cccc(C2(Cc3cccc(Cl)c3)C(=O)Nc3cccc(Cl)c32)c1 (stereo not drawn)
→ 80, 88, 72, 105, 115, 84, 77, 101
(46) CC1=CCC2C1CC=C(C)C(CC[C@H]1[C@@](C)(O)CCC3OC(C)(C)[C@H](O)CC[C@@]31C)C2(C)C (stereo partly drawn)
→ 99, 67, 68, 100, 43, 76, 70, 76
(52) CN1C(=O)N(C)C2(c3ccccc3)NN3C(=O)C=C(c4ccccc4)SC3=NC12c1ccccc1 (stereo not drawn)
→ 123, 96, 106, 95, 107, 89, 53, 94
(58) COc1ccc(/C(=C\c2cc(OC)c(OC)c(OC)c2)C(=O)Nc2nc3ccc(N)cc3s2)cc1OC
→ 92, 91, 107, 91, 116, 100, 71, 98
(60) COc1ccc(/C=N\NC(=O)CSc2nc3ccccc3c(=O)n2-c2cc(C)ccc2Cl)cc1OC
→ 94, 101, 92, 70, nt, 96, nt, 94

(cont.)
Second line of a record – OVCAR-5, OVCAR-4, OVCAR-3, A498, RXF 393, ACHN, CAKI-1, OVCAR-8
(61) C[N+](C)(C)CCOC(=O)c1ccccc1OCc1ccccc1
→ 100, 106, 104, 99, 90, 100, 102, 102
(62) C[C@@H]1C[C@@]2(C)C(=CC1=O)CC[C@@H]1[C@@H]2[C@@H](O)C[C@@]2(C)[C@H]1CC[C@]2(O)C(=O)CO
→ 88, 94, 109, 74, 124, 102, 83, nt
(63) Cc1ccc2ncc(-c3nnn(-c4ccc([N+](=O)[O-])cc4)c3C)c(C(=O)O)c2c1
→ 91, 105, 111, 140, 129, 104, 99, 93
(64) Nc1nn2c(-c3cc4ccccc4oc3=O)ccnc2c1N=Nc1ccc(Cl)cc1
→ 111, 104, 115, 146, 37, 86, 96, 101
(65) COc1ccc(-c2nc3ncnc(Sc4nnc(-c5ccc(Cl)cc5Cl)o4)c3[nH]2)cc1
→ 101, 95, 90, 96, 85, 87, nt, 71

Source: PubChem
